# Screening results deposited in PubChem BioAssay by National Center for Advancing Translational Sciences (NCATS).
# MCF10A rereplic: A quantitative high throughput screen for small molecules that induce DNA re-replication in MCF 10a normal breast cells. Potency, µM (highest dose often 46.1 µM), without a hit: at the top dose activity, positive = re-replication, most hits filed as activators. AID 624296, 2012. MCF 10A DNA re-replication, Hoechst nuclear intensity, 48 h. 350,000 compounds, 2.9% hits; note: % of control where 0% means no effect; nearly all actives have a fitted effect of over 50% in size
# ATXN2 expr inh: Primary qHTS for Inhibitors of ATXN expression; HEK-293 ATXN2-luciferase reporter, luminescence, 24 h; Potency, µM (top dose mostly 57 µM), for inactives: at the highest dose activity change, negative = inhibition, usual class: inhibitors; 360,000 compounds, 0.72% hits; AID 1745845, 2022; note: % is set by controls: 0 for no effect and ±100 for the full control effect; nearly all actives have a fitted effect of over 55% in size
#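 ATXN2-luciferase reporter cells (luciferase flanked by upstream and downstream ATXN2 gene portions) were treated 24 h at 37 °C with compounds at up to 57 uM. SteadyGlo luminescence gave expression; GF-AFC fluorescence gave viability.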
# Nrf2 inh: Nrf2 qHTS screen for inhibitors; A549 ARE-Fluc reporter, luciferase luminescence, 18-24 h; Potency, µM (titrated, usually from 46 µM), for the others: top-dose activity change, negative = inhibition, hits mostly inhibitors; 360,000 compounds, 2.1% hits; note: % is set by controls: 0 for no effect and ±100 for the full control effect; nearly all actives have a fitted effect of over 60% in size
#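 A549 ARE_Fluc cells (5000/well, 5% FBS OPTI-MEM) pre-incubated 2 h, then treated with compounds 18-24 h at 37C/5% CO2 in concentration-response. CellTiter-Fluor viability read first; BugLite luciferase luminescence after 15 min at room temperature gives Nrf2 activity.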
# ATXN viability: Viability Counterscreen for Primary qHTS for Inhibitors of ATXN expression; S2 cells (HEK-293 line with an ATXN2-luciferase reporter) viability, CellTiter-Fluor protease fluorescence, 24 h; Potency, µM (highest dose often 56.7 µM), hits mostly cytotoxic; 400,000 compounds, 0.49% hits; AID 651635, 2014; note: nearly all actives have a fitted effect of over 40% in size
# HepG2 viability: qHTS for Inhibitors of TGF-b: Cytotox Counterscreen. HepG2 CAGA-GFP viability, ATP luminescence, 18 h. Potency, µM (titrated, usually from 46.1 µM), for inactives: at the top dose activity change, negative = cytotoxicity, most hits filed as cytotoxic. 410,000 compounds, 0.76% hits; note: some results filed as inactive show a strong effect at the top dose
#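 CellTiter-Glo luminescence gave cytotoxicity after 18 hours at 37 degrees C. The cells were HepG2 CAGA-GFP in 1% FBS DMEM, stimulated with 500 pg/mL TGF-beta after compound addition. %Activity was normalised to no-cell wells (complete cell-killing) and DMSO (no toxicity), and curves were fitted and classified.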
# A549 tox: Nrf2 qHTS screen for inhibitors: counterscreen for cytotoxicity. Potency, µM (highest dose often 46 µM), inactives show at the top dose activity change, negative = cytotoxicity, usual class: inhibitors. 390,000 compounds, 0.16% hits. A549 ARE-Fluc cells, CellTiter-Fluor viability, 18-24 h; note: % is set by controls: 0 for no effect and ±100 for the full control effect
#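 A549 ARE_Fluc cells in 5% FBS OPTI-MEM were exposed to compounds in concentration-response for 18-24 h at 37 deg C. Viability was read by CellTiter-Fluor fluorescence (Ex 405/Em 525) after 30 min, before the luciferase read.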
# Nrf2 ARE act: qHTS of Nrf2 Activators; AREc32 ARE-luciferase reporter (MCF7-derived line), luminescence, 24 h; Potency, µM (top dose mostly 46.1 µM), without a hit: top-dose activation, most hits filed as activators; 410,000 compounds, 0.31% hits; AID 624171, 2012; note: % of control where 0% means no effect; nearly all actives have a fitted effect of over 65% in size
#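 Luminescent ARE reporter assay in AREc32_Fluc cells: overnight plating at 37 deg C, 24 hr compound incubation, Steady-Glo added, 30 min RT before reading.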
# EPAC2 antagonist: qHTS for Antagonist of cAMP-regulated guanine nucleotide exchange factor 2 (EPAC2): primary screen; 360,000 compounds, 0.18% hits; Potency, µM (series often up to 114 µM), inactives show at the top dose activity, negative = inhibition, hits mostly inhibitors; EPAC2 GEF exchange of Rap1B-BODIPY-GDP, fluorescence; Rap guanine nucleotide exchange factor 4 (Homo sapiens), Q8WZA2; AID 720708, 2013; note: % is set by controls: 0 for no effect and ±100 for the full control effect; nearly all actives have a fitted effect of over 45% in size; many of its hits are not listed in these tables
# Target sequence (Q8WZA2 whole entry, looked up): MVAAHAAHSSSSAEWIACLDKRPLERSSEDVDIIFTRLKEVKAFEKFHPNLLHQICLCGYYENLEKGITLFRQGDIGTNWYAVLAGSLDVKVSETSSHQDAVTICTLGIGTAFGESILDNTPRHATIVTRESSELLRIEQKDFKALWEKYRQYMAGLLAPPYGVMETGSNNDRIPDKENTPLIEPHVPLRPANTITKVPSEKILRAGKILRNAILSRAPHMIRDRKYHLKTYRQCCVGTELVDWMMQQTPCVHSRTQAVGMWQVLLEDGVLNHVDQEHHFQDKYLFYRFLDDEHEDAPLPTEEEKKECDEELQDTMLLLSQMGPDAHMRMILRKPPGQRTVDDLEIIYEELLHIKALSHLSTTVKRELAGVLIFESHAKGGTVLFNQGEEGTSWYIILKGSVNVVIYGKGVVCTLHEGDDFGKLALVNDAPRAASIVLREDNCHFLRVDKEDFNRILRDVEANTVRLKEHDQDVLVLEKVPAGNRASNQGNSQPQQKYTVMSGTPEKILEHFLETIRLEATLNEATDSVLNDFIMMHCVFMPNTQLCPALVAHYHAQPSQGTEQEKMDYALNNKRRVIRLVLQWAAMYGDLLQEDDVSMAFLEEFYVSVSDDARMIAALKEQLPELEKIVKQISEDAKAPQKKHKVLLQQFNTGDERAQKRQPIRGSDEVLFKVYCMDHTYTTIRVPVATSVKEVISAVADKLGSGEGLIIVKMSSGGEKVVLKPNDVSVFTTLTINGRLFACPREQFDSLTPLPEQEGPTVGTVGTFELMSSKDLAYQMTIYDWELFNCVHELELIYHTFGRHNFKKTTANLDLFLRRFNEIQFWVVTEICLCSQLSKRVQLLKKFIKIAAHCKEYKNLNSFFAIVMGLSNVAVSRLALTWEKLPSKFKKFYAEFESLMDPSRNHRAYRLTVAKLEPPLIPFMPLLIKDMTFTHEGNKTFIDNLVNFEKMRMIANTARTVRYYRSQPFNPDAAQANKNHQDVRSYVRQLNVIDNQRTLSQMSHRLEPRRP
# TGFb SMAD3 inh: qHTS for Inhibitors of TGF-b. HepG2 CAGA-GFP TGF-b/SMAD3 reporter, GFP fluorescence, 18 h; TGF-beta stimulated, 500 pg/mL final. 410,000 compounds, 1.2% hits. Potency, µM (series often up to 46.1 µM), for inactives: at the highest dose activity, negative = inhibition, actives largely listed as inhibitors; note: % is set by controls: 0 for no effect and ±100 for the full control effect; nearly all actives have a fitted effect of over 65% in size
#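 Using HEPG2 CAGA-GFP reporter cells at 1000 cells/well, we pinned test compounds, stimulated with recombinant TGF-beta (500 pg/mL final) and measured total well GFP after 18 h.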
# An asterisk follows results filed as active; i = inactive; ? = inconclusive; nt = no result given; & = joins results of further samples; [ ] = another dose, or the depositor's remark. Calls come from the whole dose curve; as a rule, active = well fitted curve in the direction sought with a large enough effect; inconclusive = small, poorly fitted or top-dose-only effect, or another doubt; inactive = no such curve, though single readings can be large; an effect the other way counts as inactive or inconclusive. Potency is the fitted concentration of half-maximal effect. Not all compounds are listed, so the mix of outcomes need not match the whole.
item | SMILES | MCF10A rereplic | ATXN2 expr inh | Nrf2 inh | ATXN viability | HepG2 viability
1 | CCCCCP(=O)(O)c1ccccc1 | 3% | 1% | 6% | i | -6%
2 | CNC(=O)OCCc1nccn1C | 11% | -4% | 23% | i | 8%
3 | c1ccc(/N=C2\N=C(Nc3ccccn3)c3ccccc32)nc1 | 23% | ? | ? | ? | -35%
4 | COc1cc(C(c2c(O)c3ccccc3oc2=O)c2c(C)n(C)n(-c3ccccc3)c2=O)ccc1O (centres undefined) | 28% | 7%&0% | 7%[9.27 µM] | ? | 6%&-3%
5 | O=C1CC(=O)N(c2ccccc2F)C(=O)N1 | -1% | nt | 1% | i | 6%
6 | O=c1c2ccccc2nc(-c2ccc(Cl)cc2Cl)n1-c1nccs1 | ? | -17% | -29% | ? | -26%
7 | CCOC(=O)c1ccc(S(=O)(=O)n2c(=O)oc3ccccc32)cc1 | -1% | -9% | -1% | i | 4%
8 | CCOC(=O)c1cccc(NC2c3ccccc3C(=O)N2Cc2ccco2)c1 (centres undefined) | -4% | -13% | ? | i | -19%
9 | O=C(CN1CCN(S(=O)(=O)c2ccc3ccccc3c2)CC1)NC(=O)NC1CCCCC1 | 5% | -7% | ? | i | 4%
10 | CCCc1nnc(NC(=O)CCC(=O)N2CCN(CCOC(c3ccccc3)c3ccccc3)CC2)s1 | 7% | 0% | 3% | i | -8%

item | A549 tox | Nrf2 ARE act | EPAC2 antagonist | TGFb SMAD3 inh
1 | 4% | -0.5% | -1% | 11%
2 | 2% | -0.1% | 7% | -18%
3 | -19% | 0.0% | -10% | ?
4 | -4%&0% | -0.5%&-0.2% | 5% | 15%&-3%
5 | -2% | 0.0% | 3% | -2%
6 | -10% | 2.8% | -2% | -57%
7 | -2% | 0.4% | ? | ?
8 | -2% | 12% | -28% | -23%
9 | -19% | 0.6% | 5% | ?
10 | 12% | 3.0% | 13% | ?

# Next part
item | SMILES | MCF10A rereplic | ATXN2 expr inh | Nrf2 inh | ATXN viability | HepG2 viability
11 | Cc1ccc(S(=O)(=O)NC(CC(=O)N2CCC3(CC2)OCCO3)c2ccco2)cc1 (centres undefined) | 2% | -6% | nt | i | 30%
12 | Cc1c(CC(=O)N2C[C@H]3C[C@@H](C2)c2cccc(=O)n2C3)c(=O)oc2cc(O)c(Cl)cc12 | 88% | 2% | -3% | nt | 2%
13 | Cc1ccc(OP2(=O)Nc3cc(C)c(C)cc3S2)cc1 (centres undefined) | 14% | 35% | ? | i | -7%
14 | Cc1ccc2cccc(OC(=O)N3CCCC3)c2n1 | 4% | -4% | -7% | i | -7%
15 | CCCCn1c(=O)c(C(=O)Nc2ccsc2C(=O)OC)c(O)c2ccccc21 | 2% | 10% | 22% | i | -26%
16 | CCCN1CCC[C@@H]2Cc3[nH]ncc3C[C@H]21 | ? | -1%&11% | -2% | i | -10%
17 | Cc1nnc(NCc2ccccc2)c2c1nnn2Cc1ccc(F)cc1 | nt | -12% | ? | i | -7%
18 | O=C1NC(=O)C(=Cc2ccccc2OCCOc2ccc([N+](=O)[O-])cc2)C(=O)N1 | 18µM* | 20% | 16% | i | -18%
19 | Cc1ccc(C2CC3CCC(C2)N3Cc2ccccc2F)cc1 (centres undefined) | ? | -9% | -3% | i | -5%
20 | COC(=O)C1=C(c2ccc(F)cc2OCc2ccccc2)C[C@@H]2CC[C@H]1N2C | 15% | -5% | -2% | ? | -16%

item | A549 tox | Nrf2 ARE act | EPAC2 antagonist | TGFb SMAD3 inh
11 | -11% | 0.0% | -7% | 21%
12 | ? | -0.9% | 11% | 12%
13 | -2% | 28% | -4% | ?
14 | -18% | 0.3% | 3%[57.1 µM] | -5%
15 | 5% | 12% | -16% | -20%
16 | -2% | 0.1% | 31%[activator] | 3%
17 | -19% | 0.3% | nt | 5%
18 | -8% | 3.4% | -3% | -3%
19 | -12% | -0.6% | 0% | -1%
20 | -15% | -0.6% | 4% | -17%

# The list goes on.
item | SMILES | MCF10A rereplic | ATXN2 expr inh | Nrf2 inh | ATXN viability | HepG2 viability
21 | CC(=NCCC1=CCCCC1)c1c(O)[nH]c(=O)[nH]c1=O | -1% | -10% | -10% | ? | 5%
22 | CCC(C)N1C(=O)NC(=O)C2(Cc3cc(C)ccc3N(C)C2)C1=O (centres undefined) | -11% | -9% | 2% | i | 5%
23 | COc1ccc(CN2CCN(Cc3ccccc3F)CC2)cc1 | 18% | -19% | 0% | i | -9%
24 | O=C(/C=C/c1ccccc1)C1C(=O)c2ccccc2C1=O | ? | -25% | 5% | i | -34%
25 | Cc1nn(C(C)(C)C)c(C)c1/C=N/OC(=O)Nc1ccc(Cl)cc1 | ? | -93% | ? | i | -34%
26 | COc1cccc(/C=C2\N=C(c3cncc(Br)c3)OC2=O)c1 | -3% | 22% | 5% | i | 3%
27 | COc1ccc2[nH]cc(CCNCc3cccnc3)c2c1 | -3% | 1% | -30% | i | -5%
28 | O=C(CCNC(=O)N1C[C@H]2C[C@@H](C1)c1cccc(=O)n1C2)Nc1cccc(Cl)c1 | 33% | 0% | -4% | i | 2%
29 | CN1C(=O)CN=C(c2ccc[nH]2)c2cc(Cl)ccc21 (tested in a mixture with another compound) | nt | nt | nt | ? | -16%
30 | COc1ccc(C(=O)Nc2ccc(Cl)cc2C(=O)c2ccccc2)c(OC)c1 | nt | -11% | ? | i | -26%

item | A549 tox | Nrf2 ARE act | EPAC2 antagonist | TGFb SMAD3 inh
21 | -7% | -0.4% | 9% | -2%
22 | 10% | 2.5% | 0% | ?
23 | 3% | 0.4% | 16% | -24%
24 | -2% | ? | 24% | 0%
25 | 1% | -3.0% | -16% | ?
26 | ? | 0.4% | 7% | -1%
27 | -14% | 0.0% | -5% | 2%
28 | -7% | -0.8% | 16% | 1%
29 | nt | 9.5% | -17% | -17%
30 | 9% | 1.2% | nt | ?

# Additional results:
item | SMILES | MCF10A rereplic | ATXN2 expr inh | Nrf2 inh | ATXN viability | HepG2 viability
31 | O=C(Cc1ccccc1)OCC(=O)c1ccccc1 | 0% | 18% | 4% | i | 23%
32 | CC(Cc1ccccc1)NC(=O)NC(C)Cc1ccccc1 (centres undefined) | -1% | 59%[activator] | ? | i | 16%
33 | COc1ccc(OC(=O)N2C/C(=C/c3ccccc3)C(=O)/C(=C\c3ccccc3)C2)cc1 | 7.3µM* | ? | -5% | 32µM* | -5%
34 | CC(=O)Nc1ccccc1C(=O)OCC(=O)c1cccc2ccccc12 | 1% | 10% | -25% | i | -12%
35 | CCOc1ccccc1NC(=O)N1CCC2(CC1)OCCO2 | 2% | 0% | 4% | i | -26%
36 | CCOC(=O)C1(c2ccccc2)CCN(CCc2ccc(NC(=O)CCC(=O)O)cc2)CC1 | -2% | -1% | 19% | i | 1%
37 | O=C(Nc1ccccc1)N(Cc1ccc2c(c1)OCO2)C1CCN(Cc2ccccc2)CC1 | nt | -4% | 0% | i | -34%
38 | O=C(c1ccc2c(c1)OCO2)C1CCCN(Cc2c(F)cccc2Cl)C1 (centres undefined) | 18% | 5% | -11% | i | -22%
39 | COc1ccc(C)cc1N(CC(=O)N1CCC(C)CC1)S(=O)(=O)c1ccc(C)cc1 | nt | -21% | -12% | ? | -26%
40 | Cn1c(O)c(C(c2ccccn2)c2c(O)n(C)c(=S)n(C)c2=O)c(=O)n(C)c1=S | 1% | 15% | 5% | i | 10%

item | A549 tox | Nrf2 ARE act | EPAC2 antagonist | TGFb SMAD3 inh
31 | 0% | -0.6% | -3% | -24%
32 | 10% | -0.4% | 12%[57.1 µM] | -2%
33 | -13% | ? | 11% | ?
34 | nt | 5.5% | -5% | 6%
35 | -9% | -0.2% | 12% | 0%
36 | 0% | 4.3% | -1% | 8%
37 | -14% | 7.9% | nt | ?
38 | 9% | -0.3% | 2% | -6%
39 | -13% | 0.8% | nt | ?
40 | 11% | -0.7% | -1% | -8%

# The results go on.
item | SMILES | MCF10A rereplic | ATXN2 expr inh | Nrf2 inh | ATXN viability | HepG2 viability
41 | Cc1cc(C)cc(Nc2nc3ccc(C)cc3n3cnnc23)c1 | ? | -31% | ? | i | -8%
42 | CCn1c(P(C)(=O)O)nc2ccccc21 | 4% | 1% | 7% | i | 1%
43 | S=C(NCCc1ccccc1)N1Cc2ccccc2-n2nncc2C1 | nt | -14% | nt | i | -13%
44 | N[C@@H](Cc1cc(I)c(O)c(I)c1)C(=O)O | -16% | 3%&1% | 0%&-4% | i | -1%&-12%
45 | CCN(CC)c1ccc(CC2C(=O)N(C)C(=O)N(C)C2=O)cc1 | 6% | 1% | 2% | ? | -1%

item | A549 tox | Nrf2 ARE act | EPAC2 antagonist | TGFb SMAD3 inh
41 | -3% | 1.7% | 16% | -17%
42 | -2% | 0.1% | 6% | -6%
43 | nt | 2.5% | -13% | -10%
44 | -4%&-3% | 3.1% | 1% | 0%&-3%
45 | 2% | 1.9% | 5% | 4%

# Profiles, looked up by structure. Order of screens: MCF10A rereplic | ATXN2 expr inh | Nrf2 inh | ATXN viability | HepG2 viability | A549 tox | Nrf2 ARE act | EPAC2 antagonist | TGFb SMAD3 inh
# `CCN(CC)c1ccc(CC2C(=O)N(C)C(=O)N(C)C2=O)cc1` in the list: 6% | 1% | 2% | ? | -1% | 2% | 1.9% | 5% | 4%
# `N[C@@H](Cc1cc(I)c(O)c(I)c1)C(=O)O` in the list: -16% | 3%&1% | 0%&-4% | i | -1%&-12% | -4%&-3% | 3.1% | 1% | 0%&-3%
# `CCn1c(P(C)(=O)O)nc2ccccc21` in the list: 4% | 1% | 7% | i | 1% | -2% | 0.1% | 6% | -6%
# `Cc1cc(C)cc(Nc2nc3ccc(C)cc3n3cnnc23)c1` in the list: ? | -31% | ? | i | -8% | -3% | 1.7% | 16% | -17%
